KB-V1 MDR tox – kills drug-selected multidrug resistant KB-V1 cells; KB-V1 MDR cells viability, CellTiter-Glo, 72 h; Potency, µM (titrated, usually from 46.1 µM), without a hit: top-dose activity change, negative = cytotoxicity, usual class: cytotoxic; 3.4% of 400,000 active; further: potency means the concentration at half of the fitted maximal effect; on the % scale 0 is the no-effect control and ±100 the full control effect; nearly all actives have a fitted effect of over 60% in size
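KB-V1 MDR subline cells in DMEM (phenol-red free, 10% FBS) exposed to compounds in qHTS concentration series for 72 h at 37 degrees C. Viability read by CellTiter-Glo luminescence; concentration-effect curves fitted after normalization and correction.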
HT1080 IDH1KD tx – HT-1080 IDH1 knockdown cell toxicity (counter line); 2% of 360,000 active; HT-1080 IDH1 knockdown viability, ATP luminescence, 48 h; AID 686971; Potency, µM (titrated, usually from 46.1 µM), for the others: at the top dose activity, negative = toxicity, usual class: cytotoxic;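 further: potency means the concentration at half of the fitted maximal effect; 0% = DMSO wells and -100% = cell-free medium wells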
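Assay cells: HT-1080 with IDH1 knockdown, 750 per well, RPMI/5% FBS. Exposure: 48 h at 37 °C following 2 h pre-incubation. Read: CellTiter-Glo luminescence; fitted concentration-response, curve class assigned.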
KB-3-1 cytotox – KB-3-1 parental cell cytotoxicity; KB-3-1 viability, CellTiter-Glo ATP luminescence, 72 h; Potency, µM (top dose mostly 46.1 µM), for the others: at the highest dose activity change, negative = cytotoxic, actives largely listed as cytotoxic; 1.4% of 400,000 active; further: potency means the concentration at half of the fitted maximal effect; on the % scale 0 is the no-effect control and ±100 the full control effect; nearly all actives have a fitted effect of over 60% in size
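Viability of parental KB-3-1 cells, measured by CellTiter-Glo luminescence, followed a 72 h incubation at 37 °C with pinned compounds in phenol-red-free DMEM containing 10% FBS.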
ATXN2 expr inh – inhibitors of ATXN2 expression; HEK-293 ATXN2-luciferase reporter, luminescence, 24 h; Potency, µM (series often up to 57 µM), for inactives: top-dose activity change, negative = inhibition, most hits filed as inhibitors; 0.72% of 360,000 active; AID 1745845; further: potency means the concentration at half of the fitted maximal effect; on the % scale 0 is the no-effect control and ±100 the full control effect; nearly all actives have a fitted effect of over 55% in size
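ATXN2-luciferase reporter cells (luciferase flanked by upstream and downstream ATXN2 gene portions) were treated 24 h at 37 °C with compounds at up to 57 uM. SteadyGlo luminescence gave expression; GF-AFC fluorescence gave viability.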
HT1080-NT tox – kills 2HG-producing HT-1080-NT fibrosarcoma cells; HT-1080-NT fibrosarcoma viability, CellTiter-Glo ATP luminescence, 48 h; Potency, µM (series often up to 46.1 µM), without a hit: at the highest dose activity, negative = less viability, most hits filed as cytotoxic; 1.6% of 360,000 active;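 further: NT is the 2HG producing partner of a matched IDH1 knockdown line; potency means the concentration at half of the fitted maximal effect; 0% = DMSO-treated cells and -100% = media-only wells without cells; nearly all actives have a fitted effect of over 55% in size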
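Viability of the 2HG-overproducing fibrosarcoma line after 48 hours of compound exposure at 37 degrees C was determined by luminescence with CellTiter-Glo, and concentration-effect curves were then fitted and categorized.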
MCF10A rereplic – induces DNA re-replication in MCF 10a normal breast cells; MCF 10A DNA re-replication, Hoechst nuclear intensity, 48 h; AID 624296; 2.9% of 350,000 active; Potency, µM (titrated, usually from 46.1 µM), for the others: top-dose activity, positive = re-replication, hits mostly activators; further: potency means the concentration at half of the fitted maximal effect; % of control where 0% means no effect; nearly all actives have a fitted effect of over 50% in size
IL1B secr inh – blocks inflammasome-driven IL-1 beta release; THP-1 LPS/ATP IL-1B secretion, AlphaLISA, 16 h; active compounds read low; activity change, % at 57.5 µM; 4.7% of 360,000 active; AID 743279; in the data active means activity change below about -50%; inconclusive means mostly about -30% to -49%; further: on the % scale 0 is the no-effect control and ±100 the full control effect
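Secreted IL-1B measured by AlphaLISA bead assay after 16 h compound exposure of THP-1 cells; compounds (final up to 57.5 uM) added 1 h before LPS (250 ng/mL) and ATP (1.25 mM) stimulation; lower signal means less secretion.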
SW480 rereplic – inducers of DNA re-replication in SW480 colon cancer cells; SW480 DNA re-replication, Hoechst DNA content imaging, 48 h; Potency, µM (top dose mostly 46.1 µM), inactives show top-dose re-replication activation, actives largely listed as activators; 1.8% of 340,000 active; AID 624297; further: potency means the concentration at half of the fitted maximal effect; % of control where 0% means no effect; nearly all actives have a fitted effect of over 55% in size
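SW480 cells exposed to compounds for 48 hr at 37 C, 5% CO2, then Hoechst-stained 40 min. Nuclear DNA content imaged by fluorescence scanning (405 nm excitation, 500-530 nm emission); re-replication scored as increased high-intensity nuclei.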
S2 tox – reduces viability in counter-screen for ATXN expression inhibitors; S2 cells (HEK-293 line with an ATXN2-luciferase reporter) viability, CellTiter-Fluor protease fluorescence, 24 h; Potency, µM (titrated, usually from 56.7 µM), actives largely listed as cytotoxic; 0.49% of 400,000 active; AID 651635; further: potency means the concentration at half of the fitted maximal effect; nearly all actives have a fitted effect of over 40% in size
* = called active by the depositor; i = inactive; ? = inconclusive; / = not tested or not shown; [ ] = remark or other dose. Unless noted, the call rests on the fitted dose curve; in most records, active means well fitted curve in the direction sought with a large enough effect; inconclusive means small, poorly fitted or top-dose-only effect, or another doubt; inactive means no such curve, though single readings can be large; an effect the other way counts as inactive or inconclusive. The order is random; 11% or so of the library scored in one or more.

1: CCOC(=O)c1c(S(=O)(=O)N2CCN(c3cccc(C(F)(F)F)c3)CC2)c(C)n(C)c1C
2: CC(=O)Nc1ccc(S(=O)(=O)Oc2ccc(Br)cc2C(=S)N2CCOCC2)cc1
3: COc1ccc(/C=C(/NC(=O)c2ccc(C)cc2)C(=O)NCc2ccncc2)cc1
4: CN1C2=NCCN2C(=O)c2cc(Cl)ccc21
5: Cn1c(SCc2nnc(-c3ccc(F)cc3)o2)nnc1C1COc2ccccc2O1 (stereo unspecified)
6: CC(=O)c1sc2nc(-c3cccs3)cc(C(F)(F)F)c2c1N
7: COc1ccc(-c2nn(-c3ccccc3)cc2/C=C2/SC(=S)N(CCC(=O)O)C2=O)c(C)c1
8: Cc1ccc(S(=O)(=O)NCC(=O)OCc2nnc(-c3ccccc3)o2)cc1C
Screen / compound no.,1,2,3,4,5,6,7,8
KB-V1 MDR tox,-5%,/,5%,-23%,-6%,-3%,-18%,1%
HT1080 IDH1KD tx,/,-13%,2%,0%,-9%,-1%,-7%,6%
KB-3-1 cytotox,21%,/,3%,-10%,8%,1%,?,0%
ATXN2 expr inh,-6%,-14%,-9%,5%,-5%,-4%,-22%,17%
HT1080-NT tox,/,-10%,10%,-3%,-16%,-10%,?,0%
MCF10A rereplic,/,2%,-2%,3%,3%,21%,?,-4%
IL1B secr inh,/,-8,-18,-17,20,-4,-9,0
SW480 rereplic,/,13%,3%,?,2%,14%,?,-2%
S2 tox,i,i,i,i,i,i,i,i

9: N#CCCCCn1ccc(NC(=O)c2ccc(Cl)cc2O)n1
10: CC(=O)c1cccc(NC(=O)/C(=C\c2cccnc2)NC(=O)c2ccccc2)c1
11: CCOc1cc(N2CCOCC2)c(OCC)cc1NC(=O)[C@H](C)NC(=O)c1ccco1
12: O=C(c1ccccc1)c1ccc(OCC(O)CN2CCN(Cc3ccccc3)CC2)cc1 (stereo unspecified)
13: COc1cccc(-c2cc(C(=O)N3C(C)CCCC3C)no2)c1 (stereo unspecified)
14: COc1ccc(NC(C)=O)cc1NC(=O)C1CCCN1C(=O)c1cccs1 (stereo unspecified)
15: CC(=O)N1N=C(c2ccco2)CC1c1ccco1 (stereo unspecified)
16: CC(C)[C@H](NC(=O)c1ccccc1)C(=O)OCC(=O)Nc1ncc(Cl)cc1Cl
Screen / compound no.,9,10,11,12,13,14,15,16
KB-V1 MDR tox,15%,-3%,-15%,?,-16%,16%,3%,-11%
HT1080 IDH1KD tx,4%,-3%,4%,0%,?,10%,19%,5%
KB-3-1 cytotox,0%,17%,10%,?,-11%,10%,15%,17%
ATXN2 expr inh,2%,-12%,-20%,0%,25%,13%,-5%,2%
HT1080-NT tox,8%,1%,6%,-1%,?,-2%,22%,8%
MCF10A rereplic,1%,-2%,-2%,?,2%,-5%,1%,4%
IL1B secr inh,-3,0,-13,?,3,6,-3,17
SW480 rereplic,-9%,-5%,-16%,?,-12%,-6%,-2%,-10%
S2 tox,i,?,i,i,i,i,?,i

The last two entries of the part before are carried over, then new ones follow.
15: CC(=O)N1N=C(c2ccco2)CC1c1ccco1 (stereo unspecified)
16: CC(C)[C@H](NC(=O)c1ccccc1)C(=O)OCC(=O)Nc1ncc(Cl)cc1Cl
17: CCOc1cc(N2CCOCC2)c(OCC)cc1NC(=O)CCC1CCCC1
18: Cc1cccc(N2CCN(S(=O)(=O)c3cc(-c4cc(C)no4)ccc3C)CC2C)c1 (stereo unspecified)
19: CCCc1cc(C(=O)N/N=C/c2cccn2C)cs1
20: Cc1ccnc(NS(=O)(=O)c2ccc(NC(=O)C3COc4ccccc4O3)cc2)n1 (stereo unspecified)
21: CCC(CC)C(=O)Nc1nnc(S(=O)(=O)N(CC)c2ccc(OC)cc2)s1
22: O=c1c2ccccc2c(C=Nc2ccc(O)cc2)c(O)n1-c1nccs1
23: O=S(=O)(Nc1cc(C(F)(F)F)ccc1N1CCOCC1)c1ccc2ccccc2c1
24: CS(=O)(=O)c1cnc(-c2ccccc2)nc1Oc1ccc(F)cc1
Screen / compound no.,15,16,17,18,19,20,21,22,23,24
KB-V1 MDR tox,3%,-11%,?,?,-4%,-8%,-2%,2%,?,-9%
HT1080 IDH1KD tx,19%,5%,13%,4.6µM*,11%,-11%,1%,-1%,?,-5%
KB-3-1 cytotox,15%,17%,-10%,?,-1%,-1%,4%,-17%,?,19%
ATXN2 expr inh,-5%,2%,5%,-24%,25%,/,26%,-14%,?,-9%
HT1080-NT tox,22%,8%,12%,?,4%,-1%,-4%,-16%,?,-2%
MCF10A rereplic,1%,4%,?,3.3µM*,0%,-6%,14%,?,?,-6%
IL1B secr inh,-3,17,-3,0,-16,-5,-14,18,?,0
SW480 rereplic,-2%,-10%,3%,10µM*,-1%,-28%,2%,-3%,?,-3%
S2 tox,?,i,i,i,i,i,i,?,i,i

25: CC1CCN(CCCNC(=O)C2CC(=O)N(C3CCCCCC3)C2)CC1 (stereo unspecified)
26: CCCCCCSc1ccc(-c2nc3cnccn3c2NCCCC)cc1
27: COc1ccc(-c2ccc(-c3noc(-c4ccco4)n3)c(OC)n2)cc1
28: S=c1[nH]nc(-c2ccco2)n1/N=C/C=C/c1ccccc1
29: COc1ccc(OCCN2CCOCC2)cc1
30: Cc1nnc(-c2cnn(C)c2N)n1Cc1ccc2c(c1)OCO2
31: COc1cc(NC(=O)N[C@@H](Cc2ccccc2)C(=O)O)cc(OC)c1
32: Cc1ccc(NC(C)C(=O)N/N=C/c2ccc([N+](=O)[O-])s2)cc1 (stereo unspecified)
Screen / compound no.,25,26,27,28,29,30,31,32
KB-V1 MDR tox,16%,4%,-5%,-22%,?,?,?,8%
HT1080 IDH1KD tx,4%,1%,?,-6%,12%,-11%,22%,?
KB-3-1 cytotox,7%,0%,?,-6%,2%,4%,10%,?
ATXN2 expr inh,-5%,0%,0%,-12%,5%,0%,-2%,33%[11.3 µM]
HT1080-NT tox,-2%,4%,?,-1%,-1%,-9%,14%,?
MCF10A rereplic,-4%,?,?,1%,-1%,-4%,2%,18%
IL1B secr inh,0,0,13,13,16,9,24,?
SW480 rereplic,0%,21µM*,?,-6%,?,-5%,-700%[inhibitor],?
S2 tox,i,/,i,i,i,i,i,i

33: O=C(CCCCCCCC(=O)N1CCCC1)N1CCCC1
34: O=C(CN1CCCC1)N1c2ccccc2Sc2ccccc21
35: CCC(C)(C)NC(=O)C(c1ccncc1)N(C(=O)c1sc(C)nc1C)c1ccc(F)cc1 (stereo unspecified)
36: C(COC1CC2CC1C1C2CC2OC21)OC1CC2CC1C1C2CC2OC21 (stereo unspecified)
37: Cc1ccc(-c2nn(-c3ccccc3)cc2NC(=O)CCl)cc1
38: S=C(NCc1ccccc1)NCc1ccc(Cl)cc1
39: Cc1ccc(S(=O)(=O)N2CCC(C(=O)N3CCC[C@H]3C(=O)NCc3ccco3)CC2)cc1
40: Cc1cc(C(=O)Nc2cccc3c2O[C@@H](CN(C)S(=O)(=O)c2ccccc2)[C@H](C)CN([C@@H](C)CO)C3=O)n(C)n1
Screen / compound no.,33,34,35,36,37,38,39,40
KB-V1 MDR tox,-3%,-1%,-20%,21µM*,?,11%,-24%,13%
HT1080 IDH1KD tx,2%,-4%,-7%,-7%,7.3µM*,-24%,-4%,14%
KB-3-1 cytotox,5%,0%,-3%,-7%,8.2µM*,8%,8%,5%
ATXN2 expr inh,5%,6%,2%[11.3 µM],6%,14%[11.3 µM],-29%,1%,6%
HT1080-NT tox,1%,0%,-7%,-7%,5.2µM*,-2%,-7%,10%
MCF10A rereplic,1%,11%,0%,?,?,4%,-2%,12%
IL1B secr inh,31,-11,18,7,-100*,41,12,-18
SW480 rereplic,-6%,-5%,-12%,-5%,18µM*,2%,-3%,-5%
S2 tox,i,i,i,i,?,i,i,i

41: CC1Cc2ccccc2N1c1ncnc2nc[nH]c12 (stereo unspecified)
42: COc1ccc(NS(=O)(=O)c2ccc(O)c(NS(=O)(=O)c3ccc(NC(C)=O)cc3)c2)cc1
43: CN(C)c1ccc(C=C2C(=O)OC3(CCCC3)OC2=O)cc1
44: CC1=CC(c2ccc(Cl)cc2)n2nc(NC(=O)c3ccccc3)nc2N1 (stereo unspecified)
45: CCOC(=O)C1CCN(C(=O)CN(c2cc(OC)ccc2OC)S(=O)(=O)c2ccccc2)CC1
46: CC(C)(C)c1ccc(C(=O)NCC(c2cccs2)S(=O)(=O)c2ccc(F)cc2)cc1 (stereo unspecified)
47: CCC(=O)N1CCc2cc(S(=O)(=O)NCCC(=O)Nc3ccc(C)cc3)ccc21
Screen / compound no.,41,42,43,44,45,46,47
KB-V1 MDR tox,0%,20%,2%,?,-11%,?,-4%
HT1080 IDH1KD tx,2%,9%,25%,2%,11%,/,/
KB-3-1 cytotox,9.2µM*,15%,0%,8%,1%,?,9%
ATXN2 expr inh,4%,0%,6%,0%,-8%,?,1%
HT1080-NT tox,1%,8%,23%,6%,11%,/,/
MCF10A rereplic,24%,7%,0%,?,4%,/,/
IL1B secr inh,-11,13,-12,?,7,/,/
SW480 rereplic,-11%,-10%,-8%,5%,1%,/,/
S2 tox,i,i,i,i,i,?,i

Bioassay records: PubChem, National Center for Advancing Translational Sciences (NCATS)
